M1AAP inhibition = malaria alanyl aminopeptidase activity blockers – biochemical, fluorogenic H-Leu-NHMec substrate, 1536-well (AID 1445); 220,000 compounds, 0.42% hits; recombinant M1AAP, H-Leu-NHMec fluorogenic kinetic assay; higher % means a stronger effect; inhibition, % at 30 µM, or IC50 in µM where a hit was titrated;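 active = primary inhibition above the hit cutoff, then over 50% inhibition at one or more dose response concentrations, cut at about 23% in these data, passing the limit was not always enough; inconclusive = conflicting primary data, or primary hits not chosen for dose response; inactive = low primary inhibition, or under 50% at every dose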;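 also: plate controls were DMSO full reaction for no effect and no enzyme background for full effect; strong numbers were not always called active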
TNAP activators = human TNAP enzyme activators, primary screen, biochemical, luminescent, no phosphate acceptor, uHTS (AID 1001) | purified TNAP, luminescent activation assay, no phosphate acceptor; higher activation fold means a stronger effect | one-dose activation fold at 20 µM; EC50 in µM for titrated hits | 200,000 compounds, 0.03% hits; in the data active = activation fold from about 3, or a potency from the dose series; inactive = the rest, 99 in 100 with activation fold below about 1.6; also: many of its hits are not listed in these tables
WT yeast gro inh = growth inhibition of WT yeast, mitochondrial fusion screen. mitochondrial fusion phenotypic screen, WT strain. inhibition, % at 10 µM. 190,000 compounds, 2.1% hits; in the data active = inhibition above about 58%; tested in S. cerevisiae
UTI89 phage lysis = protection from phage-mediated lysis, alamar blue read-out – E. coli UTI89, K1F phage, bacterial capsule biogenesis inhibitors (AID 488966) | E. coli UTI89 K1F phage lysis, alamar blue, 2 h; higher % means a stronger effect | inhibition, % at 100 µM, or IC50 in µM where a hit was titrated | 340,000 compounds, 0.02% hits;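 active = phage lysis inhibition, versus mean bacterial control, above a set limit; inconclusive = no clear call, values can overlap the other calls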;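 also: capsule biogenesis inhibitors block K1F phage lysis so surviving cells raise fluorescence; higher fluorescence means more inhibition of phage lysis; actives were called in the ten point dose series up to 300 µM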
Lipid droplet = hepatic lipid droplet formation modulation. AML12 mouse hepatocytes, oleate lipid droplets, BODIPY imaging. inhibition, % at 6.5 µM. 240,000 compounds, 0.4% hits. AID 1656;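 active = lipid droplet intensity inhibited by at least 50%, with more than 500 cells counted; inconclusive = wells with under 300 cells, treated as cytotoxic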
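Assay system: AML12 mouse liver cells | Compound: 6.5 µM single-point dosing | Schedule: Overnight exposure | Technique: Fluorescence imaging, 20x objective, two fields per well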
Myeloid diff 2 = promotes myeloid progenitor differentiation; ER-HoxA9 myeloid progenitors, lysozyme-GFP differentiation, flow cytometry; 360,000 compounds, 1% hits; calls only at 10 µM;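 active = normalized GFP-positive differentiation at or above the plate's own cutoff, the solvent-only control mean plus 3 SD; inconclusive = no clear call, values can overlap the other calls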;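 also: cells exposed to compound for four days before flow analysis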
PMI inhibitors = MPI enzyme activity inhibition – biochemical, fluorescence intensity, coupled assay, primary screen (AID 1209). purified PMI enzyme, coupled fluorescence intensity; higher % means a stronger effect. inhibition, % at 20 µM; hits with a dose series show IC50 in µM. 190,000 compounds, 0.42% hits;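 also: plate controls were DMSO vehicle for no effect and wells lacking substrate for full effect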
CSM14.1 death rescue = rescue of cells from ER stress-induced death, primary screen, 384-well, CSM14.1, thapsigargin, ATP luminescence (AID 1222) | CSM14.1 thapsigargin-induced death rescue, ATP luminescence; higher % means a stronger effect | cellular ATP content (survival), % at 20 µM, or EC50 in µM where a hit was titrated | 190,000 tested, under 10 active;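 active = EC50 below 50 µM in the dose-response confirmation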;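 also: death triggered by thapsigargin at about 15 µM added after 2 h compound pretreatment; cell ATP read after overnight thapsigargin exposure of roughly 18 to 22 hours; normalized against plate controls of thapsigargin alone and 5% DMSO vehicle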
human PMI inhibitors = human PMI inhibitors, high substrate, primary screen, biochemical, fluorescence intensity, high mannose 6-phosphate (AID 1220); 190,000 compounds, 0.66% hits; recombinant PMI enzyme, coupled fluorescence intensity; higher % means a stronger effect; inhibition, % at 20 µM, or IC50 in µM where a hit was titrated
WT yeast gro inh mutant strain = also measured in WT yeast gro inh; calls as there; inhibition, %; mitochondrial fusion phenotypic screen, mutant strain inhibition
Lipid droplet cells 6.5 µM = second read-out of Lipid droplet, no call of its own (marks repeat the call); cell count; measured here: cell count, cytotoxicity flag;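 cells counted across two imaged fields per well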
Myeloid diff 2 GFP+ MAC1+ % = further read-out of Myeloid diff 2, marked with its call; GFP+ MAC1+ double positive, %; measured here: differentiation confirmed by MAC1 staining
* hit, by the source's call; i = inactive; ? = inconclusive; nt = no result given; [ ] = remark or other dose. Rule as the data show it, unless noted: active = inhibition above about 50%; inactive = the rest.

SMILES | M1AAP inhibition | TNAP activators | WT yeast gro inh | WT yeast gro inh mutant strain | UTI89 phage lysis | Lipid droplet | Lipid droplet cells 6.5 µM | Myeloid diff 2 | Myeloid diff 2 GFP+ MAC1+ % | PMI inhibitors | CSM14.1 death rescue | human PMI inhibitors
Cc1ccc2c(Cl)cc(Cl)c(OCC(=O)N3CCCC3)c2n1 | 4% | 1.1 | -4 | 13 | 3.1% | -22 | 652 | i | 0.8 | 9% | 2.1% | 55%*
Cc1noc(-c2ccccc2)c1NC(=O)Nc1ccc(Cl)cc1 | 2% | nt | nt | nt | 1.0% | -20 | 693 | i | 1.0 | nt | nt | nt
COC(=O)c1ccc(NC(=O)Cn2nnc3ccccc32)cc1 | 17% | 1.1 | -8 | -2 | -0.1% | 14 | 656 | i | 1.2 | 8% | nt | 4%
COCCn1c(C)cc2c(c1=O)C(c1ccccc1F)C(C#N)=C(N)O2 (stereo unspecified) | -1% | 1.1 | 5 | 1 | 1.6% | nt | nt | i | 0.7 | 3% | -0.7% | 6%
CC(C)CN1C(=O)C(=Nc2cccnc2)c2ccccc21 | 6% | 1 | 8 | 4 | 0.0% | -3 | 719 | ? | nt | 12% | -1.4% | 33%
CC1CC(NC(=O)N(C)C)N(C)C(=O)N1 (stereo unspecified) | 0% | 1.1 | -10 | -14 | 5.7% | 2 | 762 | i | 0.6 | 5% | -2.8% | 3%
COc1ccc(OC)c(CNC(=O)CCCc2cn(C)c3ccccc23)c1 | -2% | 1 | -6 | -29 | -2.5% | 82* | 728* | i | 7.4 | -10% | 1.8% | -6%
Cc1ccc2c3c(c(SCC(=O)Nc4nonc4C)nc2c1)CCCC3 | 5% | 1.1 | -6 | 12 | -0.4% | 0 | 755 | i | 0.5 | 0% | -3.4% | -4%
O=C(Cc1cccs1)Nc1nc2c(ccc3ccccc32)s1 | 0% | 1.1 | 3 | 2 | 0.1% | -1 | 770 | i | 0.7 | 13% | -4.2% | 6%
CCOc1ccc(C(=O)N(c2ccccn2)C2CCCCC2)cc1 | 10% | 1.1 | 1 | -4 | 0.0% | 13 | 668 | i | 0.9 | 1% | 1.0% | -1%
Cc1nc(NC(=O)C(C)Oc2cccc(Cl)c2)sc1C(=O)N(C)C (stereo unspecified) | 1% | 1.1 | -3 | 8 | 0.3%[50 µM] | 10 | 608 | i | 0.7 | -3% | -0.7% | -4%
O=C(O)c1cc(S(=O)(=O)N2CCN(c3ccccn3)CC2)ccc1Cl | 7% | 1 | -24 | -4 | 0.6% | 15 | 673 | i | 0.6 | -22% | 0.1% | -16%
Cc1nn(C)c(Oc2cccc(Cl)c2)c1C#N | -2% | 1.1 | -6 | 3 | -0.1% | 2 | 690 | i | 0.1 | 4% | nt | 11%
CN(Cc1ccccc1)c1ccc(S(=O)(=O)N2CCOCC2)cn1 | 0% | 1.1 | -9 | -5 | 0.1% | -2 | 730 | i | 0.6 | 2% | 1.4% | 6%
O=C(/C=C\Nc1ccc2c(c1)OCO2)c1ccc(Cl)s1 | 3% | 1.1 | -16 | -1 | 1.1% | -19 | 676 | i | 0.3 | -4% | -4.3% | 4%
O=C(NC1CCCC1)c1ccccc1-c1nc2ccccc2[nH]1 | 7% | 1 | -2 | 11 | 0.3% | 1 | 815 | i | 1.0 | 1% | 2.6% | -3%
Cn1c(CCNC(=O)c2ccccc2)nc2ccccc21 | -1% | 1.1 | -18 | 4 | 0.2% | 22 | 748 | i | 0.4 | 9% | -3.1% | 8%
COCCCN(C(=S)NC(=O)c1ccc(Br)cc1)c1c(N)n(Cc2ccccc2)c(=O)[nH]c1=O | 15% | 1 | -19 | 10 | 0.2% | 21 | 674 | i | 0.3 | 4% | 0.5% | 10%
Cc1nc2sc(C(c3ccco3)N3CCN(c4ccc(F)cc4)CC3)c(O)n2n1 (stereo unspecified) | -2% | 0.9 | 13 | 1 | -0.3% | 22 | 678 | i | 1.4 | -10% | 0.8% | -8%
COc1ccc(C(=S)N2CCN(c3ccccc3Cl)CC2)cc1OC | 1% | nt | nt | nt | 0.3% | 13 | 653 | i | 0.6 | nt | nt | nt
O=C(O)/C=C/C(=O)NCCNc1ncc(C(F)(F)F)cc1Cl | 1% | 1 | -3 | 0 | 0.3% | 11 | 679 | i | 0.1 | 3% | 0.0% | 3%
CCOC(=O)N1CCN(C(=O)C2CCC(CNS(=O)(=O)c3ccc(Cl)cc3)CC2)CC1 (stereo unspecified) | 1% | 1 | 14 | 11 | -0.2% | nt | nt | i | 0.7 | -6% | 1.1% | -3%
CN1CCc2nc3ccc(Cl)cc3c(-c3ccccc3Cl)c2C1 | -3% | 1.1 | 43 | 0 | 11% | -19 | 619 | i | 0.9 | -2% | -1.6% | -5%
COC(=O)C1=CN(CC2CCCO2)C=C(C(=O)OC)C1c1ccccc1C(F)(F)F (stereo unspecified) | -2% | 1.2 | -5 | 7 | 5.8% | nt | nt | i | 0.7 | 8% | 2.5% | 3%
COc1ccc(CC(=O)Nc2ncc([N+](=O)[O-])s2)cc1OC | 5% | 1 | 5 | 0 | 0.1% | -14 | 698 | i | 0.9 | 10% | 0.1% | -1%

Four entries picked at random from those above, as already listed:
SMILES | M1AAP inhibition | TNAP activators | WT yeast gro inh | WT yeast gro inh mutant strain | UTI89 phage lysis | Lipid droplet | Lipid droplet cells 6.5 µM | Myeloid diff 2 | Myeloid diff 2 GFP+ MAC1+ % | PMI inhibitors | CSM14.1 death rescue | human PMI inhibitors
Cc1nc(NC(=O)C(C)Oc2cccc(Cl)c2)sc1C(=O)N(C)C (stereo unspecified) | 1% | 1.1 | -3 | 8 | 0.3%[50 µM] | 10 | 608 | i | 0.7 | -3% | -0.7% | -4%
CN1CCc2nc3ccc(Cl)cc3c(-c3ccccc3Cl)c2C1 | -3% | 1.1 | 43 | 0 | 11% | -19 | 619 | i | 0.9 | -2% | -1.6% | -5%
CCOC(=O)N1CCN(C(=O)C2CCC(CNS(=O)(=O)c3ccc(Cl)cc3)CC2)CC1 (stereo unspecified) | 1% | 1 | 14 | 11 | -0.2% | nt | nt | i | 0.7 | -6% | 1.1% | -3%
COc1ccc(CC(=O)Nc2ncc([N+](=O)[O-])s2)cc1OC | 5% | 1 | 5 | 0 | 0.1% | -14 | 698 | i | 0.9 | 10% | 0.1% | -1%

Other records:
SMILES | M1AAP inhibition | TNAP activators | WT yeast gro inh | WT yeast gro inh mutant strain | UTI89 phage lysis | Lipid droplet | Lipid droplet cells 6.5 µM | Myeloid diff 2 | Myeloid diff 2 GFP+ MAC1+ % | PMI inhibitors | CSM14.1 death rescue | human PMI inhibitors
C/C=C/C(=O)OCC(=O)Nc1cccc(F)c1 | -2% | 1 | -22 | 8 | 0.0% | -13 | 731 | i | 0.7 | -13% | nt | -5%
Cc1cccc(/C=N/Nc2nncc3ccccc23)c1 | 3% | 1.1 | 17 | 29 | 0.2% | 8 | 705 | i | 0.7 | 4% | -4.5% | 6%
O=S(=O)(NCc1ccco1)c1cnc(Cl)c(Br)c1 | 11% | 1.1 | -4 | -15 | 0.5% | 0 | 704 | i | 0.8 | -6% | 1.0% | -4%
O=C(Nc1ccon1)c1ccc(Br)o1 | 4% | 1 | -9 | 17 | -0.7% | -2 | 640 | i | 6.8 | 12% | -0.9% | 14%
Nc1ccc(N2CCN(c3ccc(Cl)c(Cl)c3)CC2)cc1 | 2% | 1.1 | 47 | 42 | 1.2%[50 µM] | 26 | 666 | i | 0.5 | -3% | 1.4% | 7%
Cc1cc(C)cc(N(C(=O)c2cccs2)C2C=CS(=O)(=O)C2)c1 (stereo unspecified) | -1% | 1.2 | -2 | 5 | 0.1% | -6 | 746 | i | 0.7 | 2% | 0.1% | 4%
COc1cc(NC(=S)NCCCN2CCOCC2)cc(OC)c1 | 8% | 1.1 | 2 | 4 | 1.2% | 6 | 680 | i | 0.6 | -7% | -0.2% | -7%
CCCN(/C=N/c1sc2c(c1C#N)CCCCC2)CCC | 9% | 1.1 | -12 | -16 | 4.2% | nt | nt | i | 1.0 | 5% | -0.7% | 3%
Cc1c(CNC(=O)c2cnn3c2NC(c2ccccc2)CC3C(F)(F)F)cnn1C (stereo unspecified) | 2% | 1.1 | -9 | 18 | 2.2% | nt | nt | i | 1.5 | -3% | 4.1% | 0%
CN(C)c1ccc(CNC2C3CC4CC(C3)CC2C4)cc1 (stereo unspecified) | -1% | 1 | -4 | -7 | 0.0% | nt | nt | i | 1.7 | 8% | -1.3% | 10%
COc1cc(/C=C/c2ccc3cccc(OC)c3n2)c(OC(C)=O)c([N+](=O)[O-])c1 | 7% | 0.9 | 23 | 29 | -0.2% | nt | nt | i | 0.8 | 7% | 1.6% | 4%
Cc1nc(Nc2cccc(C(C)O)c2)c2nnn(Cc3ccc(F)cc3)c2n1 (stereo unspecified) | 9% | 1 | 1 | -16 | -0.2% | -22 | 718 | i | 0.2 | nt | 1.7% | nt
COc1ccc(CN(C)CC(=O)Nc2cccc(S(N)(=O)=O)c2)c(OC)c1OC | 15% | 0.9 | -33 | 8 | 0.0% | -10 | 626 | i | 0.4 | 3% | 0.5% | 6%
CCOC(=O)C(CCCCOc1ccc([N+](=O)[O-])cc1)C(=O)OCC | 1% | 1 | 34 | -6 | -2.5% | nt | nt | i | 1.0 | 14% | 5.5% | 10%
O=C(Cc1ccccc1)NCc1ccc2c(c1)OCO2 | -1% | 1.1 | 2 | 8 | -0.5% | -36 | 706 | i | 1.1 | -7% | -0.5% | -8%
CC1Cc2nc(SCC(N)=O)n(C)c(=O)c2S1 (stereo unspecified) | 1% | 1.1 | 2 | -10 | 1.5% | 4 | 659 | i | 3.0 | 1% | nt | 2%
CC1CCN(c2[nH]c(=S)c(C#N)c3c2CCCC3)CC1 | 2% | 1.1 | 5 | 20 | 0.6% | -6 | 726 | i | 5.0 | -33% | 1.5% | -70%
Cc1cccc(CN2CCN(c3nc4nonc4nc3NC3CC3)CC2)c1 | 10% | 1.1 | -1 | 5 | 0.0% | -19 | 697 | i | 0.8 | 4% | -0.2% | 4%
Cc1cc(C(=O)N/N=C/c2cccnc2)c(C)o1 | 1% | 1.1 | 17 | 18 | -0.2% | 2 | 650 | i | 1.1 | 22% | -2.6% | 18%
